POLB inh = qHTS Assay for Inhibitors of DNA Polymerase Beta; P06746; Pol beta primer extension/strand displacement, fluorescence kinetic; Potency, µM (series often up to 114 µM), without a hit: at the top dose activity change, negative = inhibition, hits mostly inhibitors; actives 1.3% (n = 340,000); AID 485314, 2010; further: on the % scale 0 is the no-effect control and ±100 the full control effect
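Preincubation: enzyme (10 nM) with compound, 15 min, RT. Reaction: substrate added to 50 nM final. Reads: 0 and 10 min. Analysis: normalized, Hill fit.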
JMJD2A Tudor = qHTS Assay for Inhibitors of JMJD2A-Tudor Domain; Lysine-specific demethylase 4A (Homo sapiens), O75164; AlphaScreen JMJD2A-Tudor / H3K4me3 peptide binding; Potency, µM (titrated, usually from 114 µM), inactives show at the top dose activity change, negative = inhibition, actives largely listed as inhibitors; actives 4.4% (n = 390,000); AID 504339, 2011; further: on the % scale 0 is the no-effect control and ±100 the full control effect; nearly all actives have a fitted effect of over 50% in size
Target sequence (O75164 whole entry, looked up, the tested form may be a part): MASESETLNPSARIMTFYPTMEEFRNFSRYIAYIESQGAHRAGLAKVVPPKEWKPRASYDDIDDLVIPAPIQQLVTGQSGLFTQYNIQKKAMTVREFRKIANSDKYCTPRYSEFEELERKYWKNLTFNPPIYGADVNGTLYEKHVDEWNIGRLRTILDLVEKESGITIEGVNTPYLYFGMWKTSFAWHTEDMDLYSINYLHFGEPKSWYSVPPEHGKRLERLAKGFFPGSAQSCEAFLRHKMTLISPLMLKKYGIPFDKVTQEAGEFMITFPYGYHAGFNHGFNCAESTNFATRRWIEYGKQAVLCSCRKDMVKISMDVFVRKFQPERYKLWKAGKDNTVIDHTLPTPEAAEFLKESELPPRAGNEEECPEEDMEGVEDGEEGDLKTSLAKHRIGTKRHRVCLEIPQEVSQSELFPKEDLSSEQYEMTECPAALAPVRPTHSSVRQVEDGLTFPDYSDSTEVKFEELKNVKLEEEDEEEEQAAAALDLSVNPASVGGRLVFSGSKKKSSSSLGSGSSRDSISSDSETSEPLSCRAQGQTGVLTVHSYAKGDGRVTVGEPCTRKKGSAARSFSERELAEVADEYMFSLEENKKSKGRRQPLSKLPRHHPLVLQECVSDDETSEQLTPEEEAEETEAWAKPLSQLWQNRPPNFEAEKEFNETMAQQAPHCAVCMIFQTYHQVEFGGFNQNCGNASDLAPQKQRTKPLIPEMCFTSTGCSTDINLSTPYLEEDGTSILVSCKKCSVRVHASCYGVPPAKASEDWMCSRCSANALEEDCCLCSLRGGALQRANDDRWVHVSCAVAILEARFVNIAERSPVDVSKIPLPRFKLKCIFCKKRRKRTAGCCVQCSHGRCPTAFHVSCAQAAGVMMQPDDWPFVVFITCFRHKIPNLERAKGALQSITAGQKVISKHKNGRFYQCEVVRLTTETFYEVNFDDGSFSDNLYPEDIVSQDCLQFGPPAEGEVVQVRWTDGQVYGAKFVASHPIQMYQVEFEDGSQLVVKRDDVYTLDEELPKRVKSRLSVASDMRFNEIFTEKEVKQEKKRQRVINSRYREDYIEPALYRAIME
Pol kappa inh = qHTS for Inhibitors of Polymerase Kappa; AID 588579, 2011; DNA polymerase kappa (Homo sapiens), Q9UBT6; Potency, µM (highest dose often 107 µM), for the others: top-dose activity, negative = inhibition, actives largely listed as inhibitors; purified Pol kappa, fluorescent DNA synthesis assay, 10 min; actives 0.53% (n = 400,000); further: on the % scale 0 is the no-effect control and ±100 the full control effect
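Enzyme at 10 nM met test compounds for 15 min at room temperature. Substrate addition (50 nM final) began the reaction, which was monitored by fluorescence at 0 and 10 min.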
APE1 inh = qHTS Assay for Inhibitors of the Human Apurinic/apyrimidinic Endonuclease 1 (APE1) | DNA repair nuclease/redox regulator APEX1 (Homo sapiens), P27695 | recombinant APE1, TAMRA/BHQ-2 abasic DNA cleavage fluorescence | Potency, µM (titrated, usually from 65.8 µM), inactives show top-dose activity change, negative = inhibition, hits mostly inhibitors | actives 0.35% (n = 350,000) | AID 2517, 2012;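 further: plate controls were vehicle for no effect and reference inhibitor for full effect; nearly all actives have a fitted effect of over 55% in size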
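Enzyme (0.75 nM final) and test compound are incubated 15 min at room temperature before adding 50 nM quenched THF abasic-site duplex. Cleavage dequenches TAMRA, followed at 525/598 nm over three reads one minute apart.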
BLM inh = qHTS Assay for Inhibitors of Bloom's syndrome helicase (BLM); RecQ-like DNA helicase BLM (Homo sapiens), P54132; actives 0.2% (n = 350,000); Potency, µM (series often up to 56.1 µM), for the others: top-dose activity change, negative = inhibition, actives largely listed as inhibitors; recombinant BLM DNA unwinding, fluorescence dequenching; AID 2528, 2010;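 further: plate controls were vehicle for no effect and no enzyme for full effect; nearly all actives have a fitted effect of over 35% in size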
BAZ2B inh = qHTS Assay for Inhibitors of BAZ2B | Bromodomain adjacent to zinc finger domain protein 2B (Homo sapiens), Q9UIF8 | AlphaScreen BAZ2B-H3K14Ac peptide displacement | Potency, µM (doses to about 114 µM), for the others: top-dose activity change, negative = inhibition, most hits filed as inhibitors | actives 4.4% (n = 360,000); further: on the % scale 0 is the no-effect control and ±100 the full control effect; nearly all actives have a fitted effect of over 60% in size
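Protein-peptide AlphaScreen: BAZ2B 50 nM, b-H3K14Ac 50 nM, 1x PBS pH 7.4 + 0.01% Tween-20. Preincubation 30 min RT; cpd 30 min RT (top 110 uM); beads 20 min RT, light-protected.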
POLI inh = qHTS for Inhibitors of Polymerase Iota; DNA polymerase iota (Homo sapiens), Q9UNA4; actives 1% (n = 390,000); Pol iota fluorescent replication assay, 10 min; Potency, µM (titrated, usually from 115 µM), for the others: at the top dose activity, negative = inhibition, actives largely listed as inhibitors
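Pol iota at 10 nM preincubated 15 min with compounds at room temperature; reaction started with fluorescent substrate, 50 nM final. Fluorescence read kinetically at 0 and 10 min; buffer-only wells as negative control.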
POLH inh = qHTS for Inhibitors of Polymerase Eta | recombinant Pol eta, fluorescent DNA replication assay | AID 588591, 2011 | DNA polymerase eta (Homo sapiens), Q9Y253 | Potency, µM (doses to about 114 µM), inactives show top-dose activity change, negative = inhibition, actives largely listed as inhibitors | actives 1.2% (n = 390,000); further: on the % scale 0 is the no-effect control and ±100 the full control effect
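Pol eta at 10 nM preincubated with compounds 15 min at room temperature; reaction started with fluorescent substrate (50 nM final) and read kinetically at 0 and 10 min.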
G9a inh = qHTS Assay for Inhibitors of Histone Lysine Methyltransferase G9a | Histone-lysine N-methyltransferase EHMT2 (Homo sapiens), Q96KQ7 | G9a H3K9 monomethylation, AlphaScreen, 2 h | Potency, µM (titrated, usually from 102 µM), for inactives: top-dose activity, negative = inhibition, actives largely listed as inhibitors | actives 8.8% (n = 350,000); further: on the % scale 0 is the no-effect control and ±100 the full control effect; nearly all actives have a fitted effect of over 75% in size
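Step 1: enzyme (final 20 nM) with compound, 15 min RT. Step 2: substrate peptide 500 nM and SAM 20 uM, 2 h RT. Step 3: anti-H3K9me1 antibody and AlphaScreen beads, 10 min, then plate read.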
An asterisk follows results filed as active; u = inconclusive; x = no result given; & = joins results of further samples; [ ] = another dose, or the depositor's remark. The call rests on the fitted dose curve; in most records, active means well fitted curve in the direction sought with a large enough effect; inconclusive means small, poorly fitted or top-dose-only effect, or another doubt; inactive means no such curve, though single readings can be large; an effect the other way counts as inactive or inconclusive. Potency means the concentration at half of the fitted maximal effect.

# | Structure | POLB inh | JMJD2A Tudor | Pol kappa inh | APE1 inh | BLM inh
1 | O=C(Cc1ccc(Br)cc1)Nc1ccc2[nH]ncc2c1 | -2% | -6% | -7% | 2% | -7%
2 | CC(C)c1nnc(NC(=O)Cc2ccccc2[N+](=O)[O-])s1 | 2% | -16% | -9% | -4% | 0%
3 | O=S(=O)(Nc1ccccc1C(F)(F)F)c1ccc(N2CCCCS2(=O)=O)cc1 | 81% | -16% | 0%[60.1 µM] | x | -1%
4 | CCOC(=O)c1sc2nc(CC(=O)OC)nc(NCc3ccc(F)cc3)c2c1C | 0% | -2% | -20% | -2% | -12%
5 | COc1ccc(-c2nc(CCl)cs2)cc1 | -17% | 27% | 2% | -1% | 0%
6 | CN(C)C=NC(=O)c1cc(C(=O)c2ccc(Cl)cc2)c[nH]1 | -2% | -22% | 9% | 2% | -14%
7 | CNc1nc(-c2ccccc2)[n+](-c2ccc(C)cc2)s1 | 25%[57.1 µM] | 20µM* | -5% | -6% | 5%
8 | N#Cc1c(/N=C\c2ccc(O)c([N+](=O)[O-])c2)sc2c1CCCC2 | -1% | u | -3% | 2% | -10%
9 | Cn1c(CN2CCN(C(=O)c3ccccc3)CC2)nc2cc([N+](=O)[O-])ccc21 | 4% | -19% | -12% | -4% | -4%
10 | CCCCC(=O)Nc1ccc(NC(=O)c2cnccn2)cn1 | -2% | -8% | 5% | 3% | 0%

# | BAZ2B inh | POLI inh | POLH inh | G9a inh
1 | 2% | 61%[activator] | 10% | x
2 | 7% | 23% | -6% | 10%[59 µM]
3 | 29% | 10% | -10% | -1%[59 µM]
4 | 8% | 16% | -15% | 33%
5 | 6% | -2% | 4% | 25µM*
6 | u | 17% | -18% | 13%[59 µM]
7 | 7.9µM* | 115%[activator] | -22% | 1.4µM*
8 | u | -29% | -10% | u
9 | 5% | -22% | -6% | 20%[59 µM]
10 | -21% | 28% | -14% | 14%

Continued, overlapping the part above by five compounds.
# | Structure | POLB inh | JMJD2A Tudor | Pol kappa inh | APE1 inh | BLM inh
6 | CN(C)C=NC(=O)c1cc(C(=O)c2ccc(Cl)cc2)c[nH]1 | -2% | -22% | 9% | 2% | -14%
7 | CNc1nc(-c2ccccc2)[n+](-c2ccc(C)cc2)s1 | 25%[57.1 µM] | 20µM* | -5% | -6% | 5%
8 | N#Cc1c(/N=C\c2ccc(O)c([N+](=O)[O-])c2)sc2c1CCCC2 | -1% | u | -3% | 2% | -10%
9 | Cn1c(CN2CCN(C(=O)c3ccccc3)CC2)nc2cc([N+](=O)[O-])ccc21 | 4% | -19% | -12% | -4% | -4%
10 | CCCCC(=O)Nc1ccc(NC(=O)c2cnccn2)cn1 | -2% | -8% | 5% | 3% | 0%
11 | Cc1ccccc1CCNC(=O)c1cc2ccccn2n1 | 1% | -7% | -4% | x | -1%
12 | Cc1cccc(N2CC(C(=O)Nc3nnc(SCC(=O)Nc4nccs4)s3)CC2=O)c1 (stereo not given) | u | -19% | -26% | 5% | -6%
13 | O=C(Nc1ccncc1)Nc1cccc(F)c1 | 17% | -11% | -4% | 38% | -4%
14 | CCn1cc(/C=N/O)c(C)n1 | -21% | u | -11% | 5% | 0%
15 | Cc1nc(SCC(=O)CC(=O)OC(C)C)c(C#N)c(C)c1C | -13% | -9% | 1% | 0% | -1%
16 | CN(C)c1ccc(N=Nc2ccccc2C(=O)OCC(=O)N(C)C2CCCCC2)cc1 | -12% | u | 0% | 1% | -6%
17 | CCN(CC)CCN(C(=O)c1ccc([N+](=O)[O-])cc1)c1nc2c(OC)cccc2s1 | 1% | -7% | 6% | 2% | 4%
18 | S=C(NCCc1ccccn1)Nc1ccc(Cl)cc1 | -4% | -3% | -7% | -6% | 0%
19 | O=C(OCC(=O)N1CCc2ccccc2C1)c1c(F)cccc1Cl | x | 13% | -5% | 31% | x
20 | CCc1nc(NC(=O)Cc2csc(C)n2)sc1C(=O)OC | 14% | 2% | -6% | 3% | -2%

# | BAZ2B inh | POLI inh | POLH inh | G9a inh
6 | u | 17% | -18% | 13%[59 µM]
7 | 7.9µM* | 115%[activator] | -22% | 1.4µM*
8 | u | -29% | -10% | u
9 | 5% | -22% | -6% | 20%[59 µM]
10 | -21% | 28% | -14% | 14%
11 | 2% | -6% | 0% | -10%[59 µM]
12 | -4% | -9% | u | u
13 | -8% | -13% | 1% | 29%
14 | -3% | 7% | -9% | 2%[12.7 µM]
15 | 12% | 6% | -9% | u
16 | 8.9µM* | -9% | -18% | 20µM*
17 | -18% | 17% | -7% | -42%
18 | -10% | 6% | -21% | -2%[59 µM]
19 | x | -18% | -6% | x
20 | -3% | 48%[activator] | -12% | 0%

Next section
# | Structure | POLB inh | JMJD2A Tudor | Pol kappa inh | APE1 inh | BLM inh
21 | CCOc1c(C(=O)CC)cc2c(C)cc(=O)oc2c1C | 10% | 0% | -25% | -1% | -2%
22 | COc1ccccc1/C=C/C(=O)NCC(=O)N/N=C/c1ccc(C)o1 | 50% | -15% | -16% | -10% | -1%
23 | Cc1nc(NC(=O)c2ccco2)sc1-c1csc(Nc2ccc(Cl)cc2)n1 | 14% | u | -16% | -5% | -4%
24 | Cc1ccc2[nH]c3c(=O)n(CCCN4CCN(C)CC4)cnc3c2c1 | -24%&22% | -2% | -8% | -2%&2% | -1%&1%
25 | O=C(CNC(=O)c1ccc(Cl)cc1)c1ccccc1 | x | -17% | -8% | x | x
26 | CS(=O)(=O)NCCNC(=O)c1cc(OCC(F)(F)F)ccc1OCC(F)(F)F | 15% | 10% | 6%[60.1 µM] | 0% | -5%
27 | CC1CCC(NCC(=O)Nc2cccc(S(N)(=O)=O)c2)CC1 (stereo not given) | 4% | 22µM* | -17% | -2% | 2%
28 | Cc1ccc(C(=O)N/C(=C\c2cn(S(=O)(=O)N(C)C)c3ccccc23)C(=O)NCCCN2CCOCC2)cc1 | 19% | -21% | -4% | 0% | 1%
29 | O=c1oc2ccccc2n1CCn1c2ccccc2c2nc3ccccc3nc21 | u | -19% | -3% | -4% | -13%
30 | CCOP(=O)(OCC)C(O)c1cc(OC)c(OC)c(OC)c1 (stereo not given) | 23% | -9%[57.1 µM] | -2% | -9% | 6%

# | BAZ2B inh | POLI inh | POLH inh | G9a inh
21 | -6% | 32%[activator] | 9% | 23%[59 µM]
22 | -1% | 20% | 1% | 45µM*
23 | u | 4% | -10% | 12%[0.501 µM]
24 | -5%&-15% | 18% | -8% | -4%[12.7 µM]
25 | x | 59%[activator] | -14% | x
26 | 5% | 18% | -15% | 9%
27 | 79µM* | 7% | -11% | 10µM*
28 | -19% | 1% | -3% | -10%
29 | 0% | 11% | u | 20µM*
30 | 1% | 10% | -6% | 9%

Next records follow:
# | Structure | POLB inh | JMJD2A Tudor | Pol kappa inh | APE1 inh | BLM inh
31 | CN(C(=O)CCN1C(=O)c2ccccc2C1=O)c1ccccc1 | 5% | 10% | -1% | 10% | 0%
32 | Cc1ccc(-n2ncc3c(=O)n(CC(=O)N(C)C)cnc32)cc1C | 13% | -1% | -8% | 29% | -2%
33 | O=c1[nH]nc(N/N=C/c2ccccc2OC(F)F)c(=O)[nH]1 | 1% | -14% | -14% | 2% | -3%
34 | O=C1CCCc2c1nc(-c1ccccc1)n2O | -23% | -22% | 2% | -3% | -3%
35 | CCOC(=O)c1cc(C#N)c(SCC(=O)O)[nH]c1=O | 2% | 32µM* | -13% | 6% | -3%
36 | COc1ccc(-c2nnc3ccc(SCC(N)=O)nn23)cc1OC | 6% | -19% | -6% | 3% | -1%
37 | COc1ccc(-c2noc(=O)n2Cc2ccccc2Cl)cc1 | 20% | 18% | 0% | 25% | -3%
38 | O=C(Nc1ccc(Nc2ccccc2)cc1)c1ccco1 | -29% | u | -22% | -4% | -15%
39 | CC(C)CCNC(=O)NC(=O)CSc1nnc(-c2ccccc2Br)o1 | 24% | -34% | -4% | -5% | -3%
40 | CCOc1ccc(-c2nnc3sc(COc4ccccc4)nn23)cc1 | -12% | -11% | 1% | -9% | -1%

# | BAZ2B inh | POLI inh | POLH inh | G9a inh
31 | -9% | 7% | -18% | 16%
32 | 3% | 12% | -8% | -5%
33 | -18% | u | -15% | u
34 | 4% | 9% | -6% | -24%[12.7 µM]
35 | u | u | -8% | u
36 | 9% | -3% | -2% | 3%[59 µM]
37 | 15% | 141%[activator] | -23% | 41%
38 | u | -8% | -8% | u
39 | -2% | -17% | -11% | -4%[59 µM]
40 | -5% | 15% | -13% | -40%[12.7 µM]

The list continues.
# | Structure | POLB inh | JMJD2A Tudor | Pol kappa inh | APE1 inh | BLM inh
41 | NC(=O)c1cc(S(=O)(=O)NCCCc2ccco2)cs1 | 4% | 14% | -1% | 4% | -1%
42 | COc1ccc(NC(=O)c2cc(S(=O)(=O)N3CCOCC3)ccc2OC)cc1 | -3% | -8% | -7%[60.1 µM] | x | -3%
43 | CCOc1cc(/C=N\Nc2ccc([N+](=O)[O-])cc2)ccc1OCC(=O)Nc1ccc(C)c(C)c1 | 1% | -10% | 9% | 1% | -2%
44 | COCC(C)n1c(C)cc(C(=O)CSc2ncccn2)c1C (stereo not given) | 26% | -15% | -5% | -3% | -2%
45 | Cc1nnc(N2CCOCC2)c2ccccc12 | 10% | -14% | 6% | 3% | -3%

# | BAZ2B inh | POLI inh | POLH inh | G9a inh
41 | u | 15% | -15% | -9%
42 | -13% | 0% | 14% | -8%[59 µM]
43 | 1% | 8% | 1% | 20%
44 | u | 91%[activator] | -18% | 35µM*
45 | 11% | 11% | -10% | 14%

These rows are one share of the data. The share of hits here may be higher or lower than overall.
